Assay outcomes: PubChem BioAssay, Broad Institute
Pax4 gene expression – activators of Pax4 gene expression, primary screen, RT-PCR, mouse alpha TC1 cells, single point (AID 1053180); mouse alpha TC1 cells, Pax4 mRNA qPCR, 6 days; stronger effect = higher value; 100% = Pax4 plasmid added at qPCR; activation, % at 10 µM; 0.2% of 9,600 active;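 active = highest normalized replicate activity of 15 or more, or at least half the replicates reach 15 or more; inactive = neither condition met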;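 note: pax4 Ct normalized to GAPDH with activation seen as lower delta delta Ct; plate controls were plate neutral control wells for no effect and Pax4 plasmid positive control for full effect; each compound tested in two replicate wells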
DLD1 CTGF mRNA – YAP1 pathway inhibitors via CTGF transcript, primary screen, DLD1 colon cancer cells, RT-qPCR, single point (AID 743449); inhibition, % at 12.5 µM; DLD1 CTGF mRNA qPCR, 24 h; stronger effect = higher value; 0.9% of 9,900 active;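 active = mean normalized replicate activity at least 50 and at least half of replicates each reaching 50; inconclusive = only one of the two criteria met; inactive = neither criterion met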;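 note: 0% = neutral control wells and 100% = dasatinib control wells; higher means stronger suppression of CTGF expression like dasatinib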
* hit, by the source's call; ? = inconclusive; . = not tested or not shown. These rows are one share of the data (hit frequency here may not be typical).

SMILES,Pax4 gene expression,DLD1 CTGF mRNA
C[C@H]1CN([C@@H](C)CO)C(=O)Cc2cc(N(C)C)ccc2O[C@@H]1CN(C)C(=O)NC1CCCCC1,0.0,-0.6
CNC(=O)C[C@H]1CC[C@H]2[C@@H](COc3ccc(NS(=O)(=O)c4ccc(F)cc4)cc3C(=O)N2C)O1,0.0,-1.1
CN(C)C(=O)c1cccc(-c2ccccc2[C@@H]2[C@@H](CO)N(C(=O)C3CCCCC3)[C@H]2C#N)c1,0.0,-16.5
C[C@H]1CN([C@@H](C)CO)C(=O)Cc2cc(NS(=O)(=O)c3cn(C)cn3)ccc2O[C@@H]1CN(C)Cc1ccc2c(c1)OCO2,0.0,-13.0
C[C@@H]1CN([C@@H](C)CO)C(=O)c2cc(NC(=O)Cc3ccccc3)ccc2O[C@@H](C)CCCCO[C@H]1CN(C)Cc1ccncc1,0.0,3.0
C[C@H]1CN([C@@H](C)CO)C(=O)c2cccc(NC(=O)c3cnccn3)c2O[C@@H]1CN(C)C(=O)NC1CCCCC1,0.0,27.0
COc1ccccc1-c1ccc([C@@H]2[C@H](CO)N(CC3CC3)C23CN(S(C)(=O)=O)C3)cc1,.,17.6
CN1C(=O)c2cc(NS(=O)(=O)c3cccc(F)c3)ccc2OC[C@H]2O[C@@H](CC(=O)N3CCc4ccccc4C3)CC[C@@H]21,0.0,-6.4
COc1ccc2c3c([nH]c2c1)[C@H](CO)N(C(=O)CN(C)C)CC31CN(CC2CC2)C1,0.0,17.8
COc1ccc(C(=O)Nc2ccc3c(c2)C(=O)N(C)[C@H]2CC[C@H](CC(=O)NCC4CC4)O[C@H]2CO3)cc1,0.0,-10.8
COCC(=O)Nc1ccc2c(c1)OC[C@@H](C)N(C(=O)Nc1ccccc1F)C[C@@H](C)[C@H](OC)CN(C)C2=O,0.0,12.0
C[C@H](CO)N1C[C@H](C)[C@H](CN(C)S(C)(=O)=O)OCCCC[C@H](C)Oc2ccc(NC(=O)NC3CCCCC3)cc2C1=O,0.0,-12.4
CCS(=O)(=O)Nc1ccc2c(c1)C(=O)N(C)[C@@H]1CC[C@@H](CC(=O)N3CCN(C)CC3)O[C@H]1CO2,0.0,-59.6
COc1cccc(-c2ccc([C@H]3[C@@H](CO)N(C(=O)Cc4ccncc4)[C@H]3C#N)cc2)c1,0.1,-2.5
COc1ccc2c3c(n(C)c2c1)[C@H](CO)N(C(=O)Nc1ccc(F)cc1)CC31CCN(C(=O)Nc2ccc(F)cc2F)CC1,0.0,26.9
Cc1noc(C)c1S(=O)(=O)Nc1ccc2c(c1)C(=O)N([C@H](C)CO)C[C@H](C)[C@@H](CN(C)C(=O)Nc1cccc3ccccc13)OCCCC[C@@H](C)O2,0.0,-2.7
CC(C)CC#Cc1ccc([C@H]2[C@@H](CO)N3C(=O)CN(C(=O)Nc4cc(F)ccc4F)C[C@H]23)cc1,0.0,-36.0
N#C[C@H]1[C@@H](c2ccccc2)[C@H](CO)N1C(=O)c1ccc2c(c1)OCO2,0.0,6.5
CCCC#Cc1ccc([C@H]2[C@@H](CO)N3C(=O)CN(C(=O)Nc4cccc(F)c4)C[C@H]23)cc1,0.0,-28.6
O=C(c1cnccn1)N1CC(=O)N2[C@H](CO)[C@@H](c3ccc(/C=C/c4ccccc4)cc3)[C@H]2C1,0.0,2.5
C[C@@H]1CN([C@H](C)CO)C(=O)c2cc(NC(=O)C3CCCCC3)ccc2O[C@H]1CN(C)Cc1ccc2c(c1)OCO2,0.0,3.4
C[C@H](CO)N1C[C@H](C)[C@H](CN(C)S(=O)(=O)c2cccc(F)c2)Oc2ncc(C#CC3(O)CCCC3)cc2C1=O,0.0,-4.9
CN(C)C(=O)C[C@@H]1C=C[C@@H](NC(=O)c2ccc(F)cc2)[C@@H](CO)O1,0.0,-25.6
COC(=O)C[C@@H]1CC[C@@H]2[C@H](COC[C@H](O)CN2S(=O)(=O)c2cn(C)cn2)O1,0.0,18.8
N#C[C@H]1[C@H](c2ccccc2-c2cccc(F)c2)[C@H](CO)N1C(=O)CN1CCOCC1,0.0,-6.0
CN1c2ccc(Br)cc2[C@H]2[C@H](CCN2C(=O)C2CCC2)[C@@H]1CO,0.0,-9.5
C[C@@H]1CCCCO[C@H](CN(C)S(C)(=O)=O)[C@H](C)CN([C@@H](C)CO)C(=O)c2cc(NC(=O)NC3CCCCC3)ccc2O1,0.0,-9.3
COc1ccc2c3c(n(C)c2c1)[C@@H](CO)N(C(=O)CN(C)C)CC31CCN(Cc2cncnc2)CC1,0.0,-9.4
O=S(=O)(c1cccc(F)c1)N1CC[C@@H]2[C@H](CO)Nc3ccc(C#Cc4ccccc4F)cc3[C@@H]21,0.0,-5.2
CCCNC(=O)N(C)C[C@H]1Oc2ncc(C#CC3CCCCC3)cc2C(=O)N([C@@H](C)CO)C[C@H]1C,0.0,-11.9
CO[C@@H](CN(C)Cc1cc(F)ccc1F)[C@H](C)CN(C(=O)Nc1ccc(C(F)(F)F)cc1)[C@H](C)CO,0.0,-51.7
CCCC(=O)Nc1ccc2c(c1)OC[C@@H](C)N(S(=O)(=O)c1cn(C)cn1)C[C@@H](C)[C@H](OC)CN(C)C2=O,0.0,-24.8
COc1ccc2c3c(n(C)c2c1)[C@H](CO)N(C(=O)c1ccc(F)cc1)CC31CN(C(=O)Nc2ccc(F)cc2)C1,0.0,0.4
CO[C@H]1CC[C@H]2CCOc3c(C#N)cccc3C(=O)N(C)CCCC(=O)N(C)C[C@@H]1O2,0.0,-42.5
CCCN(C)C[C@@H]1OCCCC[C@@H](C)Oc2ccc(NC(=O)CCCN(C)C)cc2C(=O)N([C@H](C)CO)C[C@@H]1C,0.0,-17.3
C[C@@H]1CN([C@@H](C)CO)C(=O)c2cccc(NC(=O)c3cnccn3)c2O[C@@H]1CN(C)C(=O)NC1CCCCC1,0.0,-11.9
C[C@H]1CCCCO[C@@H](CN(C)CC2CC2)[C@@H](C)CN([C@@H](C)CO)C(=O)c2cc(NC(=O)c3ccccc3)ccc2O1,0.0,-42.7
CC(=O)N1[C@H](CNC(=O)C2CC2)[C@H](c2ccc(-c3ccccc3)cc2)[C@@H]1CO,0.0,20.1
CC(C)C(=O)Nc1ccc2c(c1)C(=O)N(C)[C@H]1CC[C@H](CC(=O)NCCc3ccccc3)O[C@@H]1CO2,0.0,26.1
CCC(=O)N1C[C@H](O)COC[C@H]2O[C@@H](CC(=O)NCc3ccc(Oc4ccccc4)cc3)CC[C@@H]21,0.0,-78.5
COc1ccc2c3c(n(C)c2c1)[C@@H](CO)NCC31CCN(Cc2cc(-c3ccccc3)on2)CC1,0.1,-2.6
COc1cc(CN2CC3(CN(C(=O)Nc4c(C)noc4C)C3)c3c([nH]c4cc(OC)ccc34)[C@H]2CO)cc(OC)c1,0.0,0.4
CCS(=O)(=O)NCC[C@H]1CC[C@@H](NS(=O)(=O)c2ccccc2C)[C@H](CO)O1,0.0,-2.9
CO[C@H]1CN(C)C(=O)c2cc(NC(=O)c3cccc(F)c3)ccc2OC[C@H](C)N(C)C[C@H]1C,0.0,-4.9
CCNC(=O)[C@@H]1[C@@H](CO)[C@@H]2Cn3c(ccc(/C=C/c4ccccc4)c3=O)[C@H]1N2C(=O)c1ccncc1,0.0,-6.6
CC(C)NC(=O)N1[C@H](CO)[C@H]2c3ccccc3NC[C@H]21,0.0,-41.1
Cc1ccc(OC(=O)N(C)C[C@@H]2OCc3ccccc3-c3ccccc3C(=O)N([C@H](C)CO)C[C@H]2C)cc1,0.0,-12.8
CO[C@@H]1CN(C)C(=O)c2cc(NC(=O)Nc3c(C)noc3C)ccc2OC[C@@H](C)NC[C@@H]1C,0.0,-2.7
CO[C@@H](CN(C)Cc1ccc2c(c1)OCO2)[C@H](C)CN(C(=O)c1ccccc1)[C@H](C)CO,0.0,-19.6
O=C(C[C@@H]1CC[C@@H](NC(=O)C2CCOCC2)[C@@H](CO)O1)NCC1CCCCC1,0.0,-39.2
CN1C(=O)c2cc(NC(=O)c3ccc(C(F)(F)F)cc3)ccc2OC[C@@H]2O[C@@H](CC(=O)NCc3ccc4c(c3)OCO4)CC[C@H]21,0.1,-13.7
COC(=O)C[C@@H]1C[C@@H]2c3cc(NC(=O)C4CCOCC4)ccc3O[C@@H]2[C@H](CO)O1,0.0,-15.4
CN(C)CC(=O)N1CC2(C1)[C@H](c1ccccc1)[C@@H](CO)N2S(C)(=O)=O,.,-27.4
CC(C)(C)[S@](=O)N1Cc2cc(C(=O)N3CCc4ccccc4C3)nc(-c3cccc(-c4cncnc4)c3)c2[C@@H]1CCO,0.0,30.6
CN(C)C(=O)[C@@H]1[C@@H](CO)[C@@H]2Cn3c(cccc3=O)[C@H]1N2CC1CCOCC1,0.0,12.4
CN1C(=O)c2cc(NC(=O)C3CCOCC3)ccc2OC[C@@H]2O[C@@H](CC(=O)NCC3CCCCC3)CC[C@H]21,0.0,22.4
COc1ccc2c3c(n(C)c2c1)[C@@H](CO)N(S(C)(=O)=O)CC31CCN(Cc2nccs2)CC1,0.0,14.0
C[C@@H]1CCCCO[C@H](CN(C)C(=O)NC2CCCCC2)[C@@H](C)CN([C@@H](C)CO)C(=O)c2cc(N(C)C)ccc2O1,0.0,-31.6
O=C(c1ccccc1F)N1C[C@@H]2[C@H](c3ccccc31)[C@@H](CO)N2Cc1ccc2c(c1)OCO2,0.0,27.5
CO[C@H]1CC[C@H]2CCN(C)C(=O)CCCN(C)C(=O)c3cc(C#N)ccc3OC[C@@H]1O2,0.0,-27.7

The list continues:
SMILES,Pax4 gene expression,DLD1 CTGF mRNA
COc1cccc(NC(=O)N2[C@H](CO)[C@@H](c3ccccc3)[C@H]2CNCC(C)C)c1,0.0,?
CCCN1[C@@H]2c3ccc(-c4ccncc4)c(=O)n3C[C@@H]2[C@@H](CO)[C@@H]1C(=O)NCCCN1CCOCC1,0.0,-24.1
CC(C)NC(=O)N[C@H]1CC[C@@H](CC(=O)NCCCN(C)C)O[C@H]1CO,0.0,-11.2
Cc1ccc(S(=O)(=O)NCC[C@@H]2CC[C@H](NC(=O)c3cccnc3)[C@H](CO)O2)cc1,0.0,-9.9
C[C@@H]1CN([C@@H](C)CO)C(=O)c2ccccc2-c2ccccc2CO[C@@H]1CN(C)C(=O)[C@@H]1CCCN1C,0.0,-20.9
O=C(O)[C@@H]1[C@@H](CO)[C@@H]2Cn3c(ccc(C4=CCCCC4)c3=O)[C@@H]2N1Cc1ccc2c(c1)OCO2,0.0,-1.3
N#C[C@@H]1[C@@H](c2ccc(-c3cncnc3)cc2)[C@H](CO)N1C(=O)Cc1ccccc1,0.0,-5.1
COc1ccccc1-c1cn(CC[C@@H]2CC[C@H](NC(=O)C3CCCCC3)[C@@H](CO)O2)nn1,0.0,?
C/C=C/c1ccccc1[C@H]1[C@@H](C#N)N(C(=O)c2cccnc2)[C@@H]1CO,0.0,-7.6
COc1ccccc1-c1ccc2c(c1)O[C@@H](CN(C)CC1CCOCC1)[C@@H](C)CN([C@@H](C)CO)S2(=O)=O,0.0,3.1
COc1ccc(C#Cc2ccc([C@H]3[C@H](CO)N4CCCCN(C)C[C@@H]34)cc2)cc1,0.0,-62.2
COc1ccc(S(=O)(=O)N2C[C@@H](O)COC[C@H]3O[C@H](CC(=O)N[C@H]4CCN(Cc5ccccc5)C4)CC[C@@H]32)cc1,0.0,3.2

Single records (already shown). Order of values: Pax4 gene expression | DLD1 CTGF mRNA
Entry for CO[C@@H]1CN(C)C(=O)c2cc(NC(=O)Nc3c(C)noc3C)ccc2OC[C@@H](C)NC[C@@H]1C : 0.0 | -2.7
Entry for CC(C)C(=O)Nc1ccc2c(c1)C(=O)N(C)[C@H]1CC[C@H](CC(=O)NCCc3ccccc3)O[C@@H]1CO2 : 0.0 | 26.1
Entry for CN1C(=O)c2cc(NC(=O)C3CCOCC3)ccc2OC[C@@H]2O[C@@H](CC(=O)NCC3CCCCC3)CC[C@H]21 : 0.0 | 22.4

(listing goes on)
SMILES,Pax4 gene expression,DLD1 CTGF mRNA
COc1ccc2c3c(n(C)c2c1)[C@@H](CO)NCC31CN(CC2CCOCC2)C1,0.0,-24.3
O=C(Nc1cc(F)ccc1F)N[C@@H]1CC[C@H](CC(=O)N2CCc3ccccc3C2)O[C@H]1CO,0.0,24.9
COCC#Cc1ccc([C@H]2[C@H](CO)N3C(=O)CN(C(=O)CN4CCOCC4)C[C@@H]23)cc1,0.0,-31.2
CN(C)CC(=O)N1[C@H](CO)[C@@H](c2ccccc2)C12CN(C(=O)c1ccc(F)cc1)C2,.,-14.4
CCCNC(=O)N1C[C@H]2[C@@H](c3ccccc31)[C@@H](CO)N2Cc1cccc(OC)c1,0.0,-6.7
C[C@@H]1CN([C@H](C)CO)C(=O)c2ccccc2-c2ccccc2CO[C@H]1CN(C)C(=O)CCC(F)(F)F,0.1,15.8
C[C@H]1CN([C@@H](C)CO)C(=O)Cc2cc(NS(=O)(=O)c3ccc(F)cc3)ccc2O[C@H]1CN(C)Cc1ccncc1,0.0,-15.2
CO[C@H]1CN(C)C(=O)c2cc(NC(=O)Cc3ccccc3)ccc2OC[C@H](C)N(C(=O)c2ccccc2F)C[C@H]1C,0.0,-15.1
CCCC(=O)Nc1ccc2c(c1)OC[C@H](C)NC[C@H](C)[C@H](OC)CN(C)C2=O,0.0,-0.6
C[C@@H]1CN([C@@H](C)CO)C(=O)Cc2cc(NS(=O)(=O)c3ccc(Cl)cc3)ccc2O[C@@H]1CN(C)C(=O)Nc1ccc(C(F)(F)F)cc1,0.0,6.3
